EPAC2 ag – EPAC2 (human) agonism. hit rate 0.079% among 360,000. Potency, µM (doses to about 154 µM), without a hit: top-dose activation, hits mostly activators. EPAC2 activation, biochemical qHTS; response scale: 100% = 6.5 mM cAMP response. Q8WZA2; further: potency means the concentration at half of the fitted maximal effect; nearly all actives have a fitted effect of over 50% in size
Target sequence (Q8WZA2 whole entry, looked up): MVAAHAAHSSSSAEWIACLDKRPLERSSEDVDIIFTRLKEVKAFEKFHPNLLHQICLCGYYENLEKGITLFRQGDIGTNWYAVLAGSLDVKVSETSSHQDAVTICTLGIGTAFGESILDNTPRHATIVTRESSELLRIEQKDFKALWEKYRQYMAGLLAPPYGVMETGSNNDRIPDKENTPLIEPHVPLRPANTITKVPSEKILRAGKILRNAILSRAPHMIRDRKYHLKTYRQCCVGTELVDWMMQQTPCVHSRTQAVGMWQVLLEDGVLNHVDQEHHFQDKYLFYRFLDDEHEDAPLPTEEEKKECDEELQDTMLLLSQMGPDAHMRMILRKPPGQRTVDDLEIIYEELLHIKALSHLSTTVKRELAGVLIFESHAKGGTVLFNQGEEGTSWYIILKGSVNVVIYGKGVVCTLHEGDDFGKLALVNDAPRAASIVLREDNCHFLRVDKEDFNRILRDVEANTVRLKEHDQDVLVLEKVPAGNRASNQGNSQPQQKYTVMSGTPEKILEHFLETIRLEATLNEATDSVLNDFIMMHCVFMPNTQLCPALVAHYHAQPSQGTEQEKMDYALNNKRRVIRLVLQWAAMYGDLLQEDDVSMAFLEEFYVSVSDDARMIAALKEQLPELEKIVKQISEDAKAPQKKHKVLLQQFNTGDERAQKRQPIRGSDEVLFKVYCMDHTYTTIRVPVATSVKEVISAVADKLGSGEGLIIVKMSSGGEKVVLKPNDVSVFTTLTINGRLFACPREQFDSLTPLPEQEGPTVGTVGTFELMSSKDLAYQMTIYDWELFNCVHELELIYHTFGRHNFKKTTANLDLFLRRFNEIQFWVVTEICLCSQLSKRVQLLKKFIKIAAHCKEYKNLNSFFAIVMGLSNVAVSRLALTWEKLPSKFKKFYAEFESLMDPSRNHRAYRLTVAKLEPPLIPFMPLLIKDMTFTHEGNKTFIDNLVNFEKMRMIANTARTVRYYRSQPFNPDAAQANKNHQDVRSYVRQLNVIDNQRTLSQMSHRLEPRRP
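Setup: EPAC2 100 nM, labeled Rap1B complex 250 nM, free GDP 50 uM. Compound titrations pinned in, brief spin, 5 min room temperature incubation. Kinetic fluorescence read over 30 min, normalized to 6.5 mM cAMP.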
D3 antag – D3 dopamine receptor (human) antagonism; max response, negative = inhibition, %; AID 652054; D3R cells, DiscoveRx beta-arrestin luminescence, antagonist mode; active compounds read low; hit rate 2.5% among 360,000; in the data active means max response below about -50%; inconclusive means no clear call, values can overlap the other calls; further: on the % scale 0 is the no-effect control and ±100 the full control effect; mostly tested at two doses, the higher about 12 µM
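Cells plated overnight at 1500 cells/well, then exposed to library compounds with dopamine controls for 90 minutes at 37 degrees C. DiscoveRx reagent added for 30–60 minutes at room temperature; luminescence read, quantitative HTS format.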
PTHR1 ag – activates the human parathyroid hormone receptor PTHR1; Q03431; HEK293 GP2 PTHR1 cells, GloSensor cAMP luminescence, 1 h; Potency, µM (doses to about 115 µM), without a hit: at the top dose activation, most hits filed as activators; hit rate 0.075% among 410,000; further: potency means the concentration at half of the fitted maximal effect; nearly all actives have a fitted effect of over 55% in size; some results filed as inactive show a strong effect at the top dose; inactives centre near -15; many of its hits are not listed in these tables
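HEK-293-derived GP2 cells expressing PTHR1 and a GloSensor cAMP reporter, 3,000/well, plated overnight, given luciferin plus IBMX (each 0.5 mM as added) for 1 h at 37 °C, then compound for 1 h at 37 °C. Luminescence was read after 15 min at room temperature.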
pAkt inh – inhibitors of Akt phosphorylation. activity change, % for hits at 50 µM. hit rate 0.32% among 360,000. Neuro2A IGF-stimulated pAkt S473 HTRF, 20 min; active compounds read low. AID 651550; in the data active means activity change below about -80%; inconclusive means mostly about -51% to -80%; further: on the % scale 0 is the no-effect control and ±100 the full control effect
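Neuro2A cells in DMEM with 0.5% FBS, overnight at 37 deg C, given compound at single 50 µM final, then IGF (6 nM final) for 20 min at 37 deg C. Lysed; phospho-Akt Ser473 by HTRF after 24 h, 665/615 ratio.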
CCT chaperon mod – modulators of cytosolic chaperonin (CCT/TRiC) activity. purified chaperonin ATPase assay, HTRF ADP detection, 30 min. activity change, % (test concentration not listed), hits read low. hit rate 0.3% among 360,000. AID 651819; in the data active means activity change below about -30%; further: on the % scale 0 is the no-effect control and ±100 the full control effect
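Enzyme 40 or 20 nM (batch-dependent) in Tris pH 7.4/KCl/MgCl2/DTT; cpd 76 uM single point; ATP 10 uM; 30 min 37 °C; Transcreener ADP HTRF detection, 30 min RT; ratio 665/615.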
EPAC2 antagonist – blocks human EPAC2 exchange factor. Potency, µM (titrated, usually from 114 µM), inactives show at the top dose activity, negative = inhibition, most hits filed as inhibitors. EPAC2 GEF exchange of Rap1B-BODIPY-GDP, fluorescence. Q8WZA2. hit rate 0.18% among 360,000. AID 720708; further: potency means the concentration at half of the fitted maximal effect; on the % scale 0 is the no-effect control and ±100 the full control effect; nearly all actives have a fitted effect of over 45% in size; many of its hits are not listed in these tables
Mm-Cpn inhibitor – inhibitors of Methanococcus maripaludis chaperonin (MmCpn); purified Mm-Cpn ATPase, ADP Transcreener TR-FRET; hit rate 0.031% among 330,000; Potency, µM (titrated, usually from 76.9 µM), inactives show at the top dose activity, negative = inhibition, usual class: inhibitors; further: potency means the concentration at half of the fitted maximal effect; on the % scale 0 is the no-effect control and ±100 the full control effect; nearly all actives have a fitted effect of over 80% in size
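Purified archaeal Mm-CPN (25nM final) preincubated 10 min at 37degC with compound, then 10uM ATP for 30 min at 37degC; ADP measured by HTRF Transcreener TR-FRET; buffer 30 mM TRIS pH 7.4, 100mM KCl, 5mM MgCl2, 1mM DTT.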
DRD3 agonist – D3 dopamine receptor (human) agonism | P35462 | max activation, % | D3R DiscoveRx beta-arrestin cells, luminescence, 90 min | hit rate 0.58% among 410,000; in the data active means max activation above about 30%; further: 0% is about no effect; mostly tested at two doses, the higher about 12 µM
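Cells at 1500/well, incubated overnight, then treated with pinned compounds (dopamine as control) for 90 min at 37 degrees C. DiscoveRx reagent added for 30 - 60 minutes at room temperature; luminescence read.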
Starred values were filed as active, the others as inactive; i = inactive; ? = inconclusive; nt = no result given; & = joins results of further samples; [ ] = another dose, or the depositor's remark. Unless noted, the call rests on the fitted dose curve; in most records, active means well fitted curve in the direction sought with a large enough effect; inconclusive means small, poorly fitted or top-dose-only effect, or another doubt; inactive means no such curve, though single readings can be large; an effect the other way counts as inactive or inconclusive. Not all compounds are listed; rates above refer to the full screens.

SMILES	EPAC2 ag	D3 antag	PTHR1 ag	pAkt inh	CCT chaperon mod	EPAC2 antagonist	Mm-Cpn inhibitor	DRD3 agonist
CCn1c(C)c(C(C)=O)c(N2CCN(c3ccc(F)cc3)CC2)nc1=S	2%	16	-10%	i	-0.4	-7%	-2%	1
CC1(C(=O)Nc2ccc(Cl)c(Cl)c2)CCN1C(=O)CC1CCCC1 (stereo not given)	5%	-4	-36%[inhibitor]	i	-0.3	-20%	nt	-11
CCOc1cc(N2CCOCC2)c(OCC)cc1NC(=O)COC(=O)CCOc1ccc(C)cc1	-4%	24	-10%	i	1.5	-8%	-3%	4
Cc1ccc(C)c(OCCC(=O)OCC(=O)Nc2ccc(Cl)cn2)c1	3%	2	i	i	-6.7	-9%	-4%	12
Cc1ccsc1C(=O)N1CCCCCC1(C)C(=O)NCC(C)C (stereo not given)	-1%	0	-10%	i	0.6	6%	nt	-22
CCN(Cc1ccccc1)C(=O)Cn1c(=O)n(-c2ccc(OC)cc2OC)c(=O)c2c(C)c(C)sc21	5%	14	-19%	i	-1.1	2%	-3%	3&9
Cc1ccc(S(=O)(=O)NC(C)C(=O)OCC(=O)Nc2sccc2C(N)=O)cc1 (stereo not given)	1%	18	-24%	i	-0.5	-4%	nt	1
Cc1ccc(NC(=O)C2CCN(S(=O)(=O)c3cnc[nH]3)CC2)cc1C	-5%	-10	i	i	-3.0	9%	-6%	-7
O=C(Nc1cccc(-c2nnc(-c3ccccc3)o2)c1)c1ccco1	7%	30	i	i	-4.4	11%	-3%	9
Cc1ccc(S(=O)(=O)NC(C)(C)C)cc1C(=O)OCC(=O)N1CCCC1=O	6%	19	i	i	1.8	-18%	-2%	5
COC(=O)[C@@H]1CCCN1C(=O)CCc1nnc(CCC2CCCCC2)o1	-2%	-11	-23%	i	-3.0	0%	2%	-9
O=C(C1CCN(Cc2cn[nH]c2-c2ccc(F)cc2F)CC1)N1CCOCC1	2%	5	-56%[inhibitor]	i	-0.2	26%	-1%	1
Cc1cc(S(=O)(=O)NCc2ccccc2)ccc1OCC(=O)NCc1ccncc1	8%	15	-4%	i	-1.0	24%	-1%	1
O=c1ccc(NS(=O)(=O)c2ccccc2)cn1Cc1ccc(Cl)c(Cl)c1	2%	-18	-97%[inhibitor]	i	0.4	0%	-1%	-2
CC(C(=O)O)n1cnc2sc3c(c2c1=O)CCCC3 (stereo not given)	3%	20	i	i	-2.4	-3%	-3%	6
CC(C)NS(=O)(=O)c1ccc(NC(=O)C(C)OC(=O)CCC2CCCCC2)cc1 (stereo not given)	-1%	-2	i	i	0.8	-11%	2%	3
CC(C)CC(NC(=O)c1ccccc1)C(=O)OCC(=O)Nc1ccc(S(N)(=O)=O)cc1 (stereo not given)	8%	-2	i	i	-0.2	4%	1%	-21
O=C1Nc2ccccc2C(=O)N(C2CCCC2)C1C(=O)NC1CC1 (stereo not given)	13%	6	i	i	nt	5%	nt	9
Cc1ccc(N2C(=O)CC(N3CCSCC3)C2=O)c(C)c1 (stereo not given)	5%	6	i	i	1.6	4%	1%	1
Clc1ccc(-c2cc(CSc3ccccc3)on2)cc1	-4%	15	-27%	i	3.5	5%	1%	-5
CCCc1cc(=O)[nH]c(SCC(=O)N(C)C2CCCCC2)n1	14%	-9	-17%	i	-1.5	-6%	-3%	-1
CCN(CCNC(=O)C1CCN(S(=O)(=O)c2cccc3cccnc23)CC1)c1ccccc1	10%	-21	-1%	i	-1.9	?	?	-7
CC(C)c1nnc(NC(=O)CCC(=O)N2CCN(c3ccccn3)CC2)s1	0%	20	i	i	-1.4	0%	2%	1
Cc1[nH]c(=O)[nH]c(=O)c1/C=N/NC(=O)[C@H](C)N	9%	11	i	i	-1.3	4%	-1%	16
CCOC(=O)CNC(=S)N(Cc1ccccc1F)C1CCCCC1	10%	-11	-9%	i	-3.0	-21%	-2%	-2

(continued)
SMILES	EPAC2 ag	D3 antag	PTHR1 ag	pAkt inh	CCT chaperon mod	EPAC2 antagonist	Mm-Cpn inhibitor	DRD3 agonist
CC(CNC(=O)C(C)C)NC(=O)C(C)C (stereo not given)	6%	1	-21%	i	1.6	-3%	1%	0
Cc1cccc(C(=O)NCC(=O)N2CCC2)c1	4%	-13	?	i	-1.0	8%	1%	-5
Cc1ccc(C)c(NC(=O)C(Sc2nc3ccccc3c(=O)n2CC(C)C)c2ccccc2)c1 (stereo not given)	3%	132	-18%	i	1.3	21%	1%	4
COc1cc(C)nc(N2CCCC(C(=O)NC3CCC(C)CC3)C2)n1 (stereo not given)	-3%	-15	i	i	0.0	-3%	0%	3
Oc1cccc(C(=S)N2CCC(Cc3ccccc3)CC2)c1	29%	-3	-28%	i	2.1	-11%	-3%	-3
COc1cccc(C(=O)NNC(=O)C(=O)Nc2cccc(Cl)c2C)c1	6%	-10	-12%	i	-0.3	-2%	1%	-12
COc1ccc2[nH]c3c(=O)n(/N=C/c4ccc(OC)c(CN5CCCC5)c4)c(C)nc3c2c1	5%	16	i	i	1.0	34%[activator]	2%	3
Nc1nc2c(ncn2-c2ccccc2)c(=O)[nH]1	1%	11	-21%	i	1.4	-19%	nt	5
COC(C(=O)Nc1ccnn1C1CCN(Cc2ccc(C)s2)CC1)c1ccccc1 (stereo not given)	13%	-26	-13%	i	-0.5	5%	-1%	-13
O=C(O)C1CCC(CNCc2ccncc2)CC1 (stereo not given)	10%	2	i	i	-1.1	0%	1%	2
COc1ccc(-c2nc3ccccn3c2Cl)cc1	3%	5	-89%[inhibitor]	i	-2.0	-9%	1%	2
C[C@H](NC(=O)c1nc[nH]c1C(=O)N[C@@H](Cc1ccccc1)C(=O)OCc1ccccc1)c1ccccc1	9%	-13	-24%	i	0.6	-9%	nt	7
O=C(COC(=O)c1ccc(Br)o1)Nc1ccc(S(=O)(=O)N2CCCC2)cc1	17%	-9	-3%	i	0.5	-5%	1%	-4
CCCOc1ccccc1Nc1nnc(C)c(=O)[nH]1	7%	-8	i	i	1.2	4%	1%	-1
Cc1ccccc1C(=O)Nc1nnc(SCC(=O)NC2CC2)s1	1%	-1	i	i	-2.2	0%	2%	2
Cc1ccccc1NC(=O)CCC(=O)N/N=C/c1cccnc1	16%	-18	11%	i	0.0	11%	0%	-1
Cc1nnc(NC(=O)CSc2nnc3scc(-c4ccc(C)c(C)c4)n23)s1	4%	11	i	i	-2.4	-12%	1%	-1
O=C(c1cc(-c2ccc(Cl)cc2)on1)N1CCOCC1	3%	-8	-37%[inhibitor]	i	-1.7	-3%	-1%	2
CCn1c(SCc2ccccc2F)nnc1-c1ccncc1	0%	15	-18%	i	2.3	0%	1%	3
COc1ccc(NC(=O)C2CCN(S(=O)(=O)c3cccc4nonc34)CC2)cc1OC	6%	6	i	i	-1.9	7%	-1%	2
CCN1C(=O)[C@H]2[C@H]3CN=C(SCc4ccc(OC)cc4)N3[C@@](CC)(C(=O)OC)[C@H]2C1=O	11%	0	-20%	i	1.9	-6%	-3%	2
Cc1onc(-c2ccccc2)c1C(=O)NC(C)c1ccc2c(c1)OCO2 (stereo not given)	12%	15	-4%	i	-2.8	-3%	?	10
CCOc1ccc(N2C(=O)C3CCCN3C2=O)cc1 (stereo not given)	1%	18	-6%[57.5 µM]	i	-1.1	1%	1%	5
COC(=O)C(C(=O)OC)[C@@H]1C=C[C@H](C[N+](=O)[O-])N(C(C)=O)C1	5%	6	-21%	i	-1.8	1%	nt	1
O=C(NC1CCCC1)C(c1ccccc1)N(Cc1ccco1)C(=O)Cc1cccs1 (stereo not given)	8%	42	i	i	0.4	-5%	1%	1

Results in EPAC2 antagonist, DRD3 agonist and pAkt inh, for 2 of the compounds above:
SMILES | EPAC2 antagonist | DRD3 agonist | pAkt inh
Cc1ccccc1NC(=O)CCC(=O)N/N=C/c1cccnc1 | 11% | -1 | i
CCn1c(SCc2ccccc2F)nnc1-c1ccncc1 | 0% | 3 | i

Compounds shown so far that have a thiophene ring, fused or not:
SMILES	EPAC2 ag	D3 antag	PTHR1 ag	pAkt inh	CCT chaperon mod	EPAC2 antagonist	Mm-Cpn inhibitor	DRD3 agonist
Cc1ccsc1C(=O)N1CCCCCC1(C)C(=O)NCC(C)C (stereo not given)	-1%	0	-10%	i	0.6	6%	nt	-22
CCN(Cc1ccccc1)C(=O)Cn1c(=O)n(-c2ccc(OC)cc2OC)c(=O)c2c(C)c(C)sc21	5%	14	-19%	i	-1.1	2%	-3%	3&9
Cc1ccc(S(=O)(=O)NC(C)C(=O)OCC(=O)Nc2sccc2C(N)=O)cc1 (stereo not given)	1%	18	-24%	i	-0.5	-4%	nt	1
CC(C(=O)O)n1cnc2sc3c(c2c1=O)CCCC3 (stereo not given)	3%	20	i	i	-2.4	-3%	-3%	6
COC(C(=O)Nc1ccnn1C1CCN(Cc2ccc(C)s2)CC1)c1ccccc1 (stereo not given)	13%	-26	-13%	i	-0.5	5%	-1%	-13
O=C(NC1CCCC1)C(c1ccccc1)N(Cc1ccco1)C(=O)Cc1cccs1 (stereo not given)	8%	42	i	i	0.4	-5%	1%	1

The list continues:
SMILES	EPAC2 ag	D3 antag	PTHR1 ag	pAkt inh	CCT chaperon mod	EPAC2 antagonist	Mm-Cpn inhibitor	DRD3 agonist
Cn1cc(CN2CCc3c([nH]c4ccccc34)C2C(C)(C)C)cn1 (stereo not given)	-1%	1	i	i	0.2	-1%	0%	3
COc1ccc2nc(-c3ccccc3)[nH]c2c1	-4%	19	-20%	i	0.0	-4%	-7%	-2
NC(=O)C1CCN(C(=O)c2cccc3ccccc23)CC1	-3%	17	i	i	-1.6	-4%	0%	1
O=C1c2ccccc2C(c2nnnn2Cc2ccccc2)N1CCc1ccccc1F (stereo not given)	4%	29	-39%[inhibitor]	i	-1.3	-9%	nt	6
COC(=O)Nc1nn(-c2ccc(OC)cc2)c(=O)c(C#N)c1C	0%	-9	-17%	i	2.9	-1%	1%	-2
CC(Sc1ccccc1F)C(=O)Nc1cccc(S(=O)(=O)N2CCOCC2)c1 (stereo not given)	7%	-24	-21%	i	-1.3	2%	1%	-9

Bioassay records as filed in PubChem BioAssay.
